Screens: PubChem BioAssay, several laboratories
NSD2 HMT inh = NSD2 histone methyltransferase inhibitors, primary screen, biochemical, AlphaScreen, single concentration, set 2 | inhibition, % at 12.5 µM | 0.54% of 310,000 active | NSD2 peptide methylation, 120 min | AID 743445, 2014 | Histone-lysine N-methyltransferase NSD2 (Homo sapiens), O96028; in the data active = inhibition above about 50%
Target sequence (O96028 whole entry, looked up): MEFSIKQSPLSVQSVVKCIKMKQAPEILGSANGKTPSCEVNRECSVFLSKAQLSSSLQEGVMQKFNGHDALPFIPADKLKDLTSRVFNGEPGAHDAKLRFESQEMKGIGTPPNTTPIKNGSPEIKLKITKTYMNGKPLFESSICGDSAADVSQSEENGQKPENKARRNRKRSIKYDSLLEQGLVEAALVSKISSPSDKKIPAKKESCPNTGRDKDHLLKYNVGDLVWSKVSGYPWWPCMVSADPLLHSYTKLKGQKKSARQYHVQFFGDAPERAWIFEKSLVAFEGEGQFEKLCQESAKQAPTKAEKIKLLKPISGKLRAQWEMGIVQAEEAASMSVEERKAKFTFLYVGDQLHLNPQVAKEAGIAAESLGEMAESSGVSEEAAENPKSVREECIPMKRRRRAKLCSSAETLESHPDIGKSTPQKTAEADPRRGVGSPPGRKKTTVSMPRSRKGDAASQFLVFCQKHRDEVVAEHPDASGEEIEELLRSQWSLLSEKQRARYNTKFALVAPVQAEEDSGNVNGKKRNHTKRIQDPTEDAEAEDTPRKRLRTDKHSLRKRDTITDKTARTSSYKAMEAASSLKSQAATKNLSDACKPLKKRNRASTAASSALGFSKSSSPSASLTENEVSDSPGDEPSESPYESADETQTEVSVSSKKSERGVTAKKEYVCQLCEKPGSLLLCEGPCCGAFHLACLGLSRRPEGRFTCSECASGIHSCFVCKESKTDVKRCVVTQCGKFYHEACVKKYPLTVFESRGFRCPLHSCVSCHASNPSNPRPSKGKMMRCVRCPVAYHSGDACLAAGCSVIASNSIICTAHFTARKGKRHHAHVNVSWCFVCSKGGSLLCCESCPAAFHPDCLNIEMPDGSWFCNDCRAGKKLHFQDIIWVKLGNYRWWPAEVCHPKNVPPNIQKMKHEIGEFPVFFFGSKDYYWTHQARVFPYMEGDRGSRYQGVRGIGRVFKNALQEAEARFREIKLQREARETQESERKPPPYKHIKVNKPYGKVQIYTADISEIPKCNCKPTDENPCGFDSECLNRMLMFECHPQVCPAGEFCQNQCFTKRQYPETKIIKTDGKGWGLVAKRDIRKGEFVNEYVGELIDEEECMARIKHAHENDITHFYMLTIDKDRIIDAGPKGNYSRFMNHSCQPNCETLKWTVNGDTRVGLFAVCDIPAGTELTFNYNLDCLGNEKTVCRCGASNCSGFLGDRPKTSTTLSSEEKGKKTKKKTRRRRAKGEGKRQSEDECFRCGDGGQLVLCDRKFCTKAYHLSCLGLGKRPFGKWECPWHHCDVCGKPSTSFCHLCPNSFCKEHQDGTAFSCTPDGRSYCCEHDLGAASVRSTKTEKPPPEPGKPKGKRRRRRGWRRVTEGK
PvdQ acylase = P. aeruginosa PvdQ acylase inhibitors, primary screen, biochemical, fluorescence, plate reader and imaging, single point. inhibition, % at 10 µM. purified PvdQ acylase. PvdQ acylase [Pseudomonas aeruginosa LESB58]. AID 488965, 2010. 0.063% of 340,000 active; in the data active = inhibition above about 30%, passing the limit was not always enough;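 also: 0% = vehicle neutral wells and 100% = reference inhibitor wells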
Arrestin-AP2 inh = inhibitors of beta-arrestin/AP2 binding, primary screen, biochemical, GPCR trafficking, flow cytometry; beta-arrestin 1 C-terminal peptide binding to AP2 beta2-adaptin appendage (human); FITC-arrestin peptide / GST-AP2 beads; AP2 beta2 appendage carries R879A mutation; inhibition, % at 10 µM; 0.31% of 340,000 active;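 active = inhibition above a set limit, near 3 SD of compounds lacking own fluorescence, cut at about 54% in these data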;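 also: plate controls were DMSO wells for no effect and 5 µM unlabelled arrestin peptide for full effect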
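System: GST-AP2 R879A bound to glutathione beads, E. coli-expressed. Also added: 50 nM FITC-arrestin peptide. Schedule: compound with beads 12 min RT, then probe 1 h RT. Signal: bead flow cytometry, FITC channel. Read-out basis: percent response.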
PKA-R2B act = activators of PKA-R2B holoenzyme, primary screen, biochemical, fluorescence polarization, Cy5-IP20, human; cAMP-dependent protein kinase catalytic subunit beta (Homo sapiens) + cAMP-dependent …; PKA-R2B holoenzyme dissociation; R2B truncated from residue 108, S112A mutant; 0% DMSO only, 100% 113 µM cGMP; activation, % at 11.4 µM; 0.079% of 340,000 active; AID 504700, 2011;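 active = activation above a cutoff set at the mean over all compounds plus 3 SD, cut at about 18% in these data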;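 also: higher means more holoenzyme dissociation and a rise in polarization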
SR-BI HDL uptake = inhibitors of SR-BI mediated HDL lipid uptake, primary screen, ldlA[mSR-BI] cells, fluorescence, single point; 0.96% of 320,000 active; ldlA[mSR-BI] CHO cells, DiI-HDL uptake fluorescence, 3 h; inhibition, % at 12.5 µM;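 active = mean replicate inhibition of at least 70% and a set share of replicates each scoring 70 or more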;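 also: 0% = median of neutral control wells and 100% = median of positive control wells; values of inactives mirror those of a sister screen read the other way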
Cardiac RTF inh = cardiac RTF calcium sensitivity inhibitors, primary screen, biochemical, IANBD-TnC fluorescence, EC70 calcium. inhibition, % at 7.15 µM. Troponin I, cardiac muscle (Homo sapiens) + Troponin T, cardiac muscle (Homo sapiens) + …. 0.12% of 340,000 active. IANBD-labeled cardiac RTF, Ca2+ fluorescence;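 active = inhibition above the mean inhibition of all tested compounds plus 3 SD, cut at about 17% in these data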;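 also: assay run at fixed EC70 calcium of 1.6 mM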
SR-BI uptake up = activators of SR-BI mediated DiI-HDL uptake, primary screen, ldlA[mSR-BI] CHO cells, DiI fluorescence; 3 h; 100 = double the neutral-control signal; activation, % at 12.5 µM; 0.096% of 320,000 active; AID 504775, 2011;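 active = mean replicate activation of at least 60% and every replicate at or above 60%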;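 also: 0% = median plate neutral-control signal and 100% = twice that signal; values of inactives mirror those of a sister screen read the other way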
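Material – SR-BI-overexpressing, LDLR-lacking CHO cells · Medium – BSA-supplemented, HEPES-buffered Ham's F12, pH 7.4 · Doses – single concentration · Times – compound with DiI-HDL co-incubation, 3 h at 37 °C · Measured by – bottom-read fluorescence, 550/595 nm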
C-LANA FP = inhibitors of KSHV C-LANA binding to DNA, primary screen, biochemical, fluorescence polarization, FAM-LBS DNA, MBP-C-LANA, single point; inhibition, % at 9 µM; 0.078% of 340,000 active; AID 504423, 2011;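 active = highest replicate inhibition at or above 60% at 9 µM, even if other replicates fall short; inactive = all replicates below 60% inhibition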;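 also: 0% = neutral control wells and 100% = 4 µM acridine orange control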
DAGLB inh = DAGLB lipase inhibitors, primary screen, biochemical, fluorescence, HTS. inhibition, % at 5.17 µM. HEK293T DAGLB membrane lysate, EnzChek fluorogenic substrate. 0.059% of 340,000 active; in the data active = inhibition above about 34%;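 also: 0% = enzyme with vehicle and 100% = wells lacking enzyme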
Keap1-Nrf2 PPI = Keap1-Nrf2 protein-protein interaction inhibitors, primary screen, biochemical, fluorescence polarization, single point | Kelch-like ECH-associated protein 1 (Homo sapiens), Q14145 | Keap1 Kelch-Nrf2 peptide fluorescence polarization, 1536-well | inhibition, % at 9.4 µM | 0.15% of 340,000 active | AID 504523, 2011; in the data active = inhibition above about 12%;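 also: human Keap1 Kelch domain with fluorescein labeled Nrf2 9mer peptide probe; 0% = neutral control wells and 100% = peptide positive control; higher means more block of Keap1 binding to Nrf2 peptide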
The depositor's hits bear a star; x = not tested or not shown.

DAGLB inh,Arrestin-AP2 inh,SR-BI uptake up,PvdQ acylase,C-LANA FP,NSD2 HMT inh,SR-BI HDL uptake,PKA-R2B act,Cardiac RTF inh,Keap1-Nrf2 PPI,mol
4,14,-20,-5,-0.6,-3,20,4,-9,-5,COC(=O)c1cc(=O)n(-c2ccc(C(F)(F)F)cc2)[nH]1
2,-8,9,-5,0.4,4,-9,-13,8,-2,COc1ccc(-c2n[nH]c(=S)n2-c2cc(OC)ccc2OC)cc1
-3,-1,24,-28,1.6,-1,-24,-13,0,-3,Cc1ccc(SCC(=O)NC(=O)NCc2ccccc2)c(C)c1
0,2,14,-14,2.0,-1,-14,-4,3,0,Cc1cc(CN(C)C(=O)c2cc(COc3ccc4ncccc4c3)on2)on1
-1,24,16,-3,0.7,2,-16,3,-7,3,CCC(=O)Nc1ccc(NC(=O)CSc2nnnn2C(C)C)cc1
0,-6,10,-11,0.3,19,-10,-3,4,-6,CN(C)S(=O)(=O)c1cccc(COc2cccnc2[N+](=O)[O-])c1
-2,-11,x,-13,-1.1,-2,x,4,-2,-6,Cc1ccc(OCc2nnc(SCC(N)=O)n2N)cc1
0,-1,10,-10,-0.7,-7,-10,-3,2,-8,c1ccc2c(c1)N1CCCN=C1N2CCN1CCCCC1
-2,-2,29,2,-0.8,-3,-29,-11,11,-9,CCCCN(CC)CCCNC(=O)Cn1nc(Cc2cccnc2)c2ccccc2c1=O
-3,27,x,4,0.3,0,x,0,-11,-3,CCC(OC(=O)CN1C(=O)C(=O)c2ccccc21)C(=O)Nc1ccccc1OC (centres undefined)
-6,22,-21,2,-0.1,-3,21,-11,-1,0,CCOc1ccccc1OCC(=O)Nc1ccc(Cl)cc1Cl
-2,0,-32,-12,0.6,-2,32,9,4,4,CCOc1ccc(NC(=O)CN2CCCC2c2cccs2)cc1S(=O)(=O)N1CCCC1 (centres undefined)
3,0,7,-20,0.6,-2,-7,-7,-6,0,O=S(=O)(O)c1nc2ccccc2n1Cc1ccc(Cl)cc1
1,-11,-32,-11,-0.7,x,32,-4,4,-1,COc1ccc(CC(=O)Nc2ccc(C(=O)Nc3nccs3)cc2)cc1OC
1,0,-7,-6,-1.2,0,7,-3,-6,-1,CCC(=O)Oc1ccc(C(=O)Nc2ccc3c(c2)C(=O)N(C2CCCCC2)C3=O)cc1
1,0,26,-3,-1.0,5,-26,-11,4,-6,CC(Oc1ccccc1F)C(=O)/C=C/N(C)C (centres undefined)
-1,7,22,-16,-1.4,-2,-22,-7,-9,-1,COc1ccc(CC2(CO)COc3ccccc3C2=O)cc1 (centres undefined)
-1,-3,7,-4,1.8,x,-7,-6,-3,-1,CCc1nnc2n1N=C(c1ccc([N+](=O)[O-])cc1)CS2
-1,6,9,7,-5.3,0,-9,5,0,-3,Cc1ccn(-c2cc(O)c(-n3ccc(C)n3)cc2O)n1
21,29,4,9,-0.3,0,-4,8,0,-4,CC(C)(C)c1nn(-c2ccccc2)c2[nH]c(=O)c(CNc3ccc4c(c3)OCCO4)cc12
3,5,-18,-7,0.3,2,18,-14,-14,-2,COc1ccc(NC(=O)Nc2cccs2)cc1Cl
2,-3,12,-11,2.2,-5,-12,7,5,-2,COc1ccc(CC(=O)Nc2ccc3nc(C)sc3c2)cc1OC
3,0,5,-9,1.0,-1,-5,2,7,-1,Cn1c(N)c(C(=O)COC(=O)c2ccc3c(c2)OCCO3)c(=O)n(C)c1=O
1,45,14,-10,3.8,0,-14,-4,6,0,O=C(/C=C/c1ccccc1)NC1CC2CCC1C2 (centres undefined)
-3,-1,-12,-6,0.5,0,12,0,-8,-2,Cc1cccc(NC(=O)C2CCN(S(C)(=O)=O)CC2)c1C
-11,4,21,-3,-1.7,-4,-21,-3,12,0,CSc1ccccc1NC(=O)CN(C)Cc1ccc(Br)cc1
-1,-11,-26,-18,0.9,-3,26,-3,-2,-1,O=Cc1c[nH]c2cccc(OCc3ccccc3)c12
-1,6,-8,-17,0.1,-2,8,0,2,-3,CCCOc1ncnc2c1[nH]c1ccc(OC)cc12
11,-13,4,0,-1.9,19,-4,-5,-8,-4,O=C(O)c1cccc(Cn2c(Cl)c(/C=N/Nc3ccccc3)sc2=O)c1
1,23,19,-13,2.8,1,-19,-12,1,-6,Cc1c(CCC(=O)O)c(=O)oc2cc(OCc3ccccc3Br)ccc12
1,0,17,-3,-1.3,-1,-17,7,-17,0,CCNC(=O)COC(=O)/C=C/c1ccccc1[N+](=O)[O-]
-3,20,-18,11,1.8,2,18,-7,7,2,Cc1cc(C)cc(NC(=O)c2ccc(S(=O)(=O)NCc3cccnc3)cc2)c1
-1,5,-46,2,0.6,x,46,-6,-5,4,COC(=O)[C@H](Cc1ccc(O)cc1)NCCCn1cnc(C(=O)Nc2ccc(C)c(C)c2)n1
-1,5,x,20,0.4,9,x,0,1,-2,CC(C)(C)NC(=O)NC(=O)COC(=O)C1c2ccccc2Oc2ccccc21
-1,3,0,-3,-1.1,x,0,-13,-4,0,COc1ccc2c(Cl)c(-c3nnc(SCC(N)=O)n3C)sc2c1
-3,24,23,-1,0.5,-3,-23,7,0,-1,CN(Cc1nc(-c2cccs2)no1)CC1COCCO1 (centres undefined)
4,29,17,-3,-1.1,4,-17,3,1,3,CN(C)/C=C/C1=C([N+](=O)[O-])C(c2cccc([N+](=O)[O-])c2)NC(=O)N1 (centres undefined)
-2,-2,23,6,0.1,-2,-23,0,4,-3,COc1ccc(N(CC(=O)NCCSC2CCCCC2)S(=O)(=O)c2ccc(C)cc2)cc1
0,1,12,-14,-2.0,3,-12,1,-8,-1,CC(=O)c1ccc(NC(=S)Nc2cccc3ccccc23)cc1
-2,-11,-3,-9,0.2,-2,3,2,2,4,COc1ccc(C(=O)O/N=C(\N)c2ccccc2Cl)cc1OC
-2,-6,26,-15,0.1,0,-26,-3,-1,-5,O=C(Nc1cc(Cl)ccc1Cl)c1ccco1
-1,0,12,-5,1.9,-2,-12,-1,-13,3,COc1cccc(N2CCN(C(=O)c3nc4nc(C)cc(C)n4n3)CC2)c1
3,4,11,-15,-0.8,x,-11,-8,2,-6,O=C(CSc1nc2ccccc2[nH]1)N1CCN(S(=O)(=O)c2ccc(Cl)cc2)CC1
1,49,-2,1,-1.2,-2,2,-4,0,3,Cc1cc(C)c(NC(=O)CSc2nnc(CNC(=O)c3ccco3)o2)c(C)c1
0,-3,-24,-5,1.4,-3,24,-4,-4,-2,C/C(=N\N1CCN(c2ccccc2)CC1)c1ccccc1O
x,-4,13,-10,2.0,0,-13,x,x,-3,Cc1cc(C(=O)NNC(=O)Nc2cccc(C(F)(F)F)c2)no1
-1,0,-4,-15,1.8,x,4,-13,-9,-3,O=C(NCCOc1ccccc1Cl)c1cccc2c1C(=O)c1ccc(Cl)cc1S2(=O)=O
3,19,0,-12,-1.4,x,0,-3,-4,2,CCOC(=O)N1CCN(C(=O)c2ccc(CS(=O)(=O)c3ccc(OC)cc3)o2)CC1
4,-5,20,-4,1.7,9,-20,-11,-9,-1,Cc1ccc(-n2c(SCC(=O)N/N=C/c3ccccc3OCC(=O)O)nc3ccccc3c2=O)cc1
-7,11,1,-18,2.2,-1,-1,1,-10,-2,CCCCCCCCCCCCCCCC(=O)Nc1ccn(C2OC(CO)C(O)C2O)c(=O)n1 (centres undefined)
-2,17,14,-4,-2.0,36,-14,4,-10,-1,CCOC(=O)C1CCN(S(=O)(=O)c2csc(C(N)=O)c2)CC1
1,-7,x,-12,0.2,-10,x,-5,0,0,COc1ccc(N2CC(NC(=O)N(C)CCC#N)CC2=O)cc1 (centres undefined)
0,7,-15,-11,2.2,-2,15,-10,-6,-3,c1ccc(CN2CCN(Cc3nnc(-c4ccccc4)o3)CC2)cc1

A draw from above in order of molecular weight, descending:
DAGLB inh,Arrestin-AP2 inh,SR-BI uptake up,PvdQ acylase,C-LANA FP,NSD2 HMT inh,SR-BI HDL uptake,PKA-R2B act,Cardiac RTF inh,Keap1-Nrf2 PPI,mol
1,23,19,-13,2.8,1,-19,-12,1,-6,Cc1c(CCC(=O)O)c(=O)oc2cc(OCc3ccccc3Br)ccc12
0,1,12,-14,-2.0,3,-12,1,-8,-1,CC(=O)c1ccc(NC(=S)Nc2cccc3ccccc23)cc1
-1,6,-8,-17,0.1,-2,8,0,2,-3,CCCOc1ncnc2c1[nH]c1ccc(OC)cc12
-2,-6,26,-15,0.1,0,-26,-3,-1,-5,O=C(Nc1cc(Cl)ccc1Cl)c1ccco1
